SIRT5 inh: inhibitors of human sirtuin-5 desuccinylase. Purified SirT5, succinyl-peptide AMC, trypsin-coupled fluorescence. inhibition, % at 15 µM. actives 1.1% (n = 330,000). AID 652115; in the data active means inhibition above about 15%; inconclusive means no clear call, values can overlap the other calls
Target sequence (Q9NXA8 whole entry, looked up): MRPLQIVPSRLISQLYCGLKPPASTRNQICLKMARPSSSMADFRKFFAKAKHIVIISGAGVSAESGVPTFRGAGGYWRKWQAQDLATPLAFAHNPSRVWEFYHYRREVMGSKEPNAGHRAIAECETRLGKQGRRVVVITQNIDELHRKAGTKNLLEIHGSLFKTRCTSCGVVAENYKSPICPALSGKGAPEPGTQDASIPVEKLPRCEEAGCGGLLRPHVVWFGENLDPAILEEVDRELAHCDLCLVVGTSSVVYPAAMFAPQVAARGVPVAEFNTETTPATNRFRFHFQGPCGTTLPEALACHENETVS
LGR2 antag: Drosophila LGR2 receptor signaling inhibition; HEK293 LGR2, CRE-luciferase, bursicon-stimulated, 4 h; inhibition, % at 9.99 µM; AID 720647; actives 0.35% (n = 380,000);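 active means drop in luminescence signal, shown as inhibition above about 50% in the replicate tests, limit read from the data, passing the limit was not always enough; inconclusive means probably only some replicates passing the limit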;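 further: agonist challenge used bursicon conditioned medium at about half maximal strength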
Casp6 inh: inhibitors of human caspase-6; inhibition, % at 12.5 µM; purified caspase-6, Z-VEID-R110 cleavage fluorescence; actives 0.53% (n = 350,000); P55212;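 active means mean inhibition across replicates at least about 35%, with every replicate also reaching that limit, limit read from the data; inconclusive means only one of the two criteria met; inactive means neither criterion met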;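 further: 0% = median of neutral control wells and 100% = no fluorescence left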
Target sequence (P55212 24-179 limits assumed): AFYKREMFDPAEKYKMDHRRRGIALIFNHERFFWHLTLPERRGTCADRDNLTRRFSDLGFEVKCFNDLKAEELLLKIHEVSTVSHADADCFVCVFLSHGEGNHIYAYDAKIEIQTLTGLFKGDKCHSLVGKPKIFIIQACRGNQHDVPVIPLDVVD
Target sequence (P55212 194-293 limits assumed): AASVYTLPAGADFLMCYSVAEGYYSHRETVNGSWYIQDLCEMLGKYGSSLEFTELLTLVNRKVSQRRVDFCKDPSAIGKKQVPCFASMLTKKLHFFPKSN
S100A4 inh HTS: blocks human S100A4 binding to myosin IIA peptide | actives 0.14% (n = 360,000) | P26447 | inhibition, % at 10.7 µM | S100A4/TAMRA-MyoIIA peptide fluorescence polarization;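 active means mean inhibition of at least 70% across replicates, with every replicate also reaching that level; inconclusive means mean inhibition reaches 70% but some replicates fall short; inactive means mean inhibition below 70%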
Target sequence (P26447 whole entry, looked up): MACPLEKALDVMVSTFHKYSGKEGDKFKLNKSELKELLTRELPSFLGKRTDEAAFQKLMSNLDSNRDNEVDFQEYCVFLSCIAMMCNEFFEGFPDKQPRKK
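incubation = readout 5 min after mixing, signal stable up to 60 min | system = S100A4 monomer protein | buffer or medium = HEPES pH 7.2 with CaCl2, KCl, NaCl, DTT, Triton | benchmarks = neutral control DMSO, positive control TFP | also added = fluorescent myosin IIA peptide, 5 nM | compound dosing = one concentration per compound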
C2C12 statin: protects C2C12 myotubes from simvastatin toxicity; ATP luminescence, 48 h; scaled: DMSO 0, geranylgeraniol control 100; rescue of ATP level, % at 7.49 µM; actives 0.78% (n = 330,000); AID 602340;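 active means mean ATP rescue above about 67%, or every replicate alone reaching that limit, limit read from the data, passing the limit was not always enough; inconclusive means no clear call, values can overlap the other calls; inactive means mean under the limit and some replicate under it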;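 further: myotubes were challenged with 10 µM simvastatin during compound exposure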
FN deposit inh: fibronectin deposition inhibition; AH1F fibroblasts, Alexa488-fibronectin deposition fluorescence, overnight; inhibition, % at 12.6 µM; actives 0.086% (n = 350,000);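 active means mean inhibition across replicates of 30% or more, regardless of how many single replicates reach that level; inconclusive means mean under 30% yet at least half of replicates reach 30%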;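 further: positive control wells lacked labelled fibronectin entirely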
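material = AH1F fibroblast monolayer depositing Alexa488-labelled fibronectin into matrix | amount = 10000 AH1F cells/well | buffer or medium = DMEM plus 2% serum, read in PBS | incubation = 1 h cell adhesion before compound, then overnight fibronectin incubation | detection = fluorescence at 485 nm excitation, 525 nm emission | evaluation = percent inhibition as loss of matrix-bound fibronectin fluorescence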
esBAF inh: inhibitors of esBAF chromatin remodeling in mouse ES cells; actives 2% (n = 350,000); Bmi1-luciferase knock-in reporter, 24 h; 100% = twice the neutral-well signal; AID 602393; reporter increase, % at 12.5 µM; in the data active means activation above about 40%; inconclusive means no clear call, values can overlap the other calls;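 further: 0% = median of the plate's neutral control wells and 100% = double that signal; a rise in the Bmi1 reporter signal indicates esBAF inhibition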
An asterisk follows results filed as active; ? = inconclusive; / = not tested or not shown.

structure	SIRT5 inh	FN deposit inh	Casp6 inh	C2C12 statin	S100A4 inh HTS	LGR2 antag	esBAF inh
Cc1ccc(S(=O)(=O)N(C)c2ccc3c(ncn3C)c2[N+](=O)[O-])cc1	/	-13.8	0.3	4.0	-4.7	/	-2.3
NC(=O)NCC1CC1	5.9	1.7	-2.7	-0.7	1.3	-5.1	-7.2
C/C(CC(=O)NC12CC3CC(CC(C3)C1)C2)=N\NC(=O)c1cnccn1	-2.1	-0.9	-1.3	/	0.0	-20.8	/
C[C@H]1CCCCO[C@H](CN(C)C(=O)c2ccccc2)[C@@H](C)CN([C@@H](C)CO)C(=O)c2cc(NS(=O)(=O)c3cccs3)ccc2O1	3.0	-6.1	0.2	1.4	0.1	-14.0	-1.7
Clc1ccc(-c2noc(CN3CCOCC3)n2)cc1	-3.1	-0.2	0.2	/	1.6	-54.9	/
C[C@H](CO)N1C[C@H](C)[C@H](CN(C)S(=O)(=O)c2cccs2)OCCCC[C@H](C)Oc2ccc(NS(=O)(=O)c3cccs3)cc2C1=O	3.2	-10.7	0.9	/	-2.2	10.5	15.0
CCOC(=O)C1(C)Oc2ccccc2C(c2ccc(OC)cc2)=C1C(=O)OC (stereo not given)	-3.7	3.8	-0.6	9.3	-1.4	-8.6	-11.1
O=C(Cn1nnc(-c2ccccc2Cl)n1)N1CCN(S(=O)(=O)c2ccc(Cl)cc2)CC1	/	/	/	25.2	/	-1.2	3.7
Cc1ccc(S(=O)(=O)NC(=O)C2(C)CCN2C(=O)c2ccccc2)nc1 (stereo not given)	-1.3	-0.2	2.3	2.5	-22.5	4.8	0.5
COc1ccc(NC(=O)N2CCCCCC2)cc1OC	-0.4	/	-0.5	-1.5	5.5	15.3	-1.4
CCOC(=O)N1CCN(CCC(=O)Nc2ccccc2)CC1	-0.2	-2.5	2.6	-9.9	-2.3	9.6	5.6
C[C@@H]1CCCCO[C@H](CN(C)C(=O)Nc2cccc3ccccc23)[C@H](C)CN([C@@H](C)CO)C(=O)c2cc(NC(=O)Nc3ccc4c(c3)OCO4)ccc2O1	5.8	/	-1.8	122.2*	-3.8	2.8	15.3
CC(C)CN1CCC(CN2C(=S)NC[C@@H]2Cc2ccccc2)CC1	-0.5	2.6	-17.2	/	-10.9	6.0	/
Cc1ccccc1N(CC(=O)N1CCCCCC1)S(C)(=O)=O	0.3	0.3	-0.5	3.5	0.2	-10.8	-3.2
CC(C)NC(=O)COC(=O)c1cc(Br)ccc1Cl	-3.5	3.0	0.8	-2.2	0.1	-12.3	4.3
CC(C)C#Cc1ccc2c(c1)O[C@@H](CN(C)C(=O)Nc1ccccc1)[C@H](C)CN([C@H](C)CO)S2(=O)=O	6.5	/	-4.1	-14.4	15.5	16.3	13.6
OCc1nc2ccccc2n1Cc1c(F)cccc1Cl	-6.5	-7.8	-0.8	/	6.7	-7.9	/
Cc1ccccc1CN1C(=O)CSCC1(C)C(=O)Nc1c(C)cccc1C (stereo not given)	-3.9	3.7	-0.9	/	-6.6	8.4	/
CC(C)CN(C[C@@H]1[C@@H](c2ccccc2)[C@H](CO)N1C(=O)C1CCC1)C(=O)C1CC1	-1.8	-5.3	-1.2	-1.2	-5.8	1.5	-0.3
O=C(C[C@@H]1CC[C@@H](NC(=O)c2cccnc2)[C@H](CO)O1)NCc1ccncn1	/	/	/	3.6	5.0	4.7	3.7

Two entries from above, reformatted:
Every second line gives: SIRT5 inh | FN deposit inh | Casp6 inh | C2C12 statin | S100A4 inh HTS | LGR2 antag | esBAF inh
- Clc1ccc(-c2noc(CN3CCOCC3)n2)cc1
  -3.1 | -0.2 | 0.2 | / | 1.6 | -54.9 | /
- C[C@H](CO)N1C[C@H](C)[C@H](CN(C)S(=O)(=O)c2cccs2)OCCCC[C@H](C)Oc2ccc(NS(=O)(=O)c3cccs3)cc2C1=O
  3.2 | -10.7 | 0.9 | / | -2.2 | 10.5 | 15.0

(listing goes on)
structure	SIRT5 inh	FN deposit inh	Casp6 inh	C2C12 statin	S100A4 inh HTS	LGR2 antag	esBAF inh
N#Cc1cccc(NC(=O)Cc2ccsc2)c1	0.3	1.0	1.1	1.5	-2.8	-3.5	4.1
CCc1nc(SCc2ccc(F)cc2)n[nH]1	-6.1	17.1	-5.6	7.2	-2.4	-26.4	30.2
COc1ccc([C@H]2CC(=O)C=C(c3cc(Br)ccc3OC)C2)cc1	-2.4	0.8	-4.0	8.9	-3.2	11.7	2.8
CCN(c1cccc(C)c1)S(=O)(=O)c1ccc2c(c1)NC(=O)CCS2	1.0	1.3	2.6	12.7	-2.5	-0.7	-6.0
CCC(C)(C)NC(=O)C(c1ccccn1)N(C(=O)c1csnn1)c1ccc(C)cc1 (stereo not given)	0.1	1.4	0.8	/	2.4	-18.9	/
CCC1SC(CC)C(=O)N(CC(=O)Nc2ccc3c(c2)OCO3)C1=O (stereo not given)	-0.2	/	1.2	9.5	-3.8	6.8	-8.8
CN(C)C(=O)C[C@@H]1C[C@@H]2c3cc(NC(=O)C4CCC4)ccc3O[C@@H]2[C@H](CO)O1	-1.0	-12.4	1.0	-6.5	-1.7	16.0	3.0
O=S(=O)(NCCc1ccc(Cl)cc1)c1cccc2cccnc12	-13.8	/	5.0	7.2	-6.3	7.3	-4.2
CCN1CCN(c2c(Cl)cccc2NC(=O)c2cc3ccccc3o2)CC1	0.7	7.2	-6.4	-4.5	-4.2	8.9	2.9
C[C@@H]1CN([C@H](C)CO)S(=O)(=O)c2ccc(/C=C/c3ccccc3)cc2O[C@H]1CN(C)Cc1ccc(C(=O)O)cc1	?	/	2.6	-11.7	4.9	-7.0	3.3
COc1ccc2c3c(n(C)c2c1)[C@@H](CO)N(C(=O)CC1CC1)CC31CCN(Cc2ccncc2)CC1	4.3	/	-2.7	/	-11.2	-4.4	/
CS(=O)(=O)N1CCCC(C(=O)Nc2ccc3c(c2)OCCO3)C1 (stereo not given)	-3.7	/	3.7	6.3	-7.2	8.5	9.0
COc1ccc(S(=O)(=O)N(C)C[C@@H]2Oc3ccc(NC(=O)c4ccncc4)cc3C(=O)N([C@@H](C)CO)C[C@@H]2C)cc1	-0.3	/	-2.7	-2.5	4.8	-18.8	3.0
CCCn1c(N)c(C(=O)CSc2nnc(-c3ccco3)n2Cc2ccccc2)c(=O)[nH]c1=O	/	-0.8	/	-16.1	/	/	0.9
O=C(NCCc1cccs1)C1CC1	0.5	-2.4	-2.2	/	-3.6	3.6	/
Cc1cc(C)cc(C(O)c2ncc(-c3cccc(C(F)(F)F)c3)[nH]2)c1 (stereo not given)	1.9	/	3.1	4.7	-4.6	9.8	2.9
O=C1Nc2ccccc2C1=Nc1ccc(S(=O)(=O)Nc2nccs2)cc1	3.2	-2.5	9.5	3.4	-3.2	-2.6	-5.2
CNC(=O)C[C@H]1CC[C@@H]2[C@@H](COc3ccc(NC(=O)c4cc(F)cc(F)c4)cc3C(=O)N2C)O1	0.8	0.8	-6.2	15.7	8.8	1.2	1.9
C[C@@H]1CN([C@@H](C)CO)C(=O)c2cc(NC(=O)CCCN(C)C)ccc2O[C@@H](C)CCCCO[C@@H]1CN(C)C(=O)Nc1ccccc1	-4.1	5.0	0.4	/	14.4	7.8	0.9
CCNC(=O)C[C@@H]1CC[C@@H]2[C@@H](COc3ccc(NC(=O)c4cccc(OC)c4)cc3C(=O)N2C)O1	2.4	-1.2	0.1	7.3	-11.0	-20.9	-0.4

Rewritten with each value named: two of the compounds above
compound: CCCn1c(N)c(C(=O)CSc2nnc(-c3ccco3)n2Cc2ccccc2)c(=O)[nH]c1=O
  SIRT5 inh: /; FN deposit inh: -0.8; Casp6 inh: /; C2C12 statin: -16.1; S100A4 inh HTS: /; LGR2 antag: /; esBAF inh: 0.9

compound: O=C(NCCc1cccs1)C1CC1
  SIRT5 inh: 0.5; FN deposit inh: -2.4; Casp6 inh: -2.2; C2C12 statin: /; S100A4 inh HTS: -3.6; LGR2 antag: 3.6; esBAF inh: /

The list continues.
structure	SIRT5 inh	FN deposit inh	Casp6 inh	C2C12 statin	S100A4 inh HTS	LGR2 antag	esBAF inh
Cc1noc(C)c1NC(=O)N(C)C[C@@H]1Oc2ccc(NC(=O)C3CC3)cc2CC(=O)N([C@@H](C)CO)C[C@@H]1C	3.4	/	/	-3.6	4.5	25.7	2.8
O=C(CSc1ccc(F)cc1)NNC(=O)c1ccccc1Br	-1.3	-0.1	0.0	16.8	-0.7	25.1	0.3
O=C(CSc1nn(-c2ccc(F)cc2)c(=S)s1)NC1CCS(=O)(=O)C1 (stereo not given)	9.9	/	0.1	1.4	3.8	1.7	-4.4
Cc1noc(C)c1CSc1nnc(-c2ccccc2F)n1CCc1ccccc1	/	/	/	36.8	/	4.4	-3.1
C[C@@H]1CN([C@H](C)CO)C(=O)c2cc(NS(=O)(=O)c3cn(C)cn3)ccc2O[C@@H]1CN(C)Cc1ccc(-c2ccccc2)cc1	8.9	10.7	-0.5	36.5	4.4	10.9	-2.7
Cc1cc(C(=O)Nc2ccc3c(c2)C(=O)N(C)[C@@H]2CC[C@@H](CC(=O)N[C@@H](C)c4ccccc4)O[C@H]2CO3)no1	2.2	-1.4	-0.9	32.6	0.9	-3.9	1.0
CC(OC(=O)Cc1n[nH]c(=O)c2ccccc12)C(=O)Nc1ccc(F)cc1Cl (stereo not given)	-0.4	-4.3	-6.6	2.0	0.4	-15.7	-6.6
CCC(C)Cn1cnc2c(SCc3ccccn3)nc(N)nc21 (stereo not given)	1.7	0.9	-4.1	-0.6	-3.2	-7.4	/
Cc1ccccc1-c1ccc([C@H]2[C@H](CO)N3CCCCN(C(=O)Nc4ccc(F)cc4)C[C@@H]23)cc1	-0.3	/	-0.3	/	0.4	14.1	/
Cc1noc(C)c1S(=O)(=O)N(C)C[C@H]1OCCCC[C@@H](C)Oc2ccc(NC(=O)Nc3ccc(F)cc3)cc2C(=O)N([C@@H](C)CO)C[C@@H]1C	3.7	-0.7	-4.0	/	-12.0	-0.7	-0.5
COc1ccc([N+](=O)[O-])cc1N/C(=N/S(=O)(=O)c1ccccc1)c1ccccc1	0.9	-4.6	7.0	8.7	1.1	/	2.7
Cn1cnnc1Sc1ccc(CN2CCN(C3CCCC3)C(CCO)C2)o1 (stereo not given)	1.5	19.7	-2.5	/	-0.5	-19.1	/
COc1ccccc1/C=N/Nc1nc(C)cc(=O)[nH]1	/	-7.2	4.2	-3.9	-0.9	6.9	2.9
O=C(OCC(=O)N1CCc2ccccc21)[C@@H]1CCCN1S(=O)(=O)c1ccccc1F	-4.4	2.5	3.7	2.3	-13.6	0.1	1.8
O=C(C[C@H]1C[C@H]2c3cc(NC(=O)c4ccc5c(c4)OCO5)ccc3O[C@H]2[C@@H](CO)O1)NCc1ccccn1	1.7	/	-0.4	1.1	0.7	-2.1	3.8
CC(=O)c1ccc2c3c(cccc13)CC2	/	3.2	/	-5.0	/	/	-2.3
COCC(=O)N(C[C@@H]1N[C@@H](CO)[C@H]1c1ccc(C2=CCCC2)cc1)C(C)C	/	11.5	/	1.2	/	-12.9	-3.0
COc1ccc(S(=O)(=O)N(C)C[C@@H]2OCCCC[C@H](C)Oc3ccc(N(C)C)cc3C(=O)N([C@H](C)CO)C[C@@H]2C)cc1	2.9	/	2.6	-13.5	35.5	-15.5	-19.0

Single values from above:
Cc1ccccc1-c1ccc([C@H]2[C@H](CO)N3CCCCN(C(=O)Nc4ccc(F)cc4)C[C@@H]23)cc1 in SIRT5 inh = -0.3
COc1ccccc1/C=N/Nc1nc(C)cc(=O)[nH]1 in Casp6 inh = 4.2
Cc1noc(C)c1NC(=O)N(C)C[C@@H]1Oc2ccc(NC(=O)C3CC3)cc2CC(=O)N([C@@H](C)CO)C[C@@H]1C in LGR2 antag = 25.7

Screens: PubChem, Broad Institute

A portion of the library; count on the stated rates, not on these rows.
